Bioassay records (PubChem)
RmlCD inh mix = inhibitors of RmlC and RmlD coupled enzymes; RmlC/RmlD coupled enzyme inhibition, 384-well mixture HTS; inhibition, % at 5.5 µM; 0.39% of 110,000 active; AID 1532; in the data active means inhibition above about 30%, passing the limit was not always enough; further: strong numbers were not always called active
HIV RNase H inh = inhibitors of HIV-1 reverse transcriptase RNase H; P04585; RT-RNase H RNA/DNA duplex cleavage, fluorescence; inhibition, % at 10 µM; 1.9% of 65,000 active; AID 565; in the data active means inhibition above about 50%
Starred values were filed as active, the others as inactive; . = no result given. Not all compounds are listed; count on the stated rates, not on these rows.

SMILES	RmlCD inh mix	HIV RNase H inh
NS(=O)(=O)c1ccc(CCNc2ncnc3c2c(-c2ccccc2)cn3-c2ccc(F)cc2)cc1	-12	.
COc1ccc(N2CCN(C(=O)CCNS(=O)(=O)c3cccs3)CC2)cc1	8	.
C[C@H]1CC[C@@]2(O[C@@H](CCO)C[C@H](O)[C@H]2O)O1	6	.
CCCCn1c(CCNC(=O)CC)nc2ccccc21	-15	-15
COC(=O)CCc1c(C)c(C#N)c2nc3ccccc3n2c1N1CCCC1	15	18
CCOC(=O)Cn1c(=O)c2c(nc3n2CCCCN3c2ccc(C)cc2)n(C)c1=O	-13	2
Cc1noc(/C=C/c2ccco2)c1S(=O)(=O)N1CCC(C(=O)NCc2ccco2)CC1	41	-5
NNC(=O)Cn1c(SCc2ccccc2)nc2ccccc21	1	.
Cc1cc2c(C)nc(-c3ccccc3)nc2o1	0	-6
Cc1cccc(-c2cc(C(=O)NCCCn3ccnc3)c3ccccc3n2)c1	15	.
OCCCCNc1cccc2ccccc12	24	8
CCOc1ccc(NC(=O)CN(C)c2nnnn2-c2ccccc2)cc1OCC	-9	4
COc1ccc(Oc2nc3ccccc3n3cccc23)cc1	4	.
Cc1cc(=O)[nH]c(Sc2c(-c3ccccc3)c3ccccc3[nH]c2=O)n1	-8	.
COC(=O)[C@H]1[C@@H](C)N(Cc2ccccc2)C(=O)N[C@H]1c1cccc(C(F)(F)F)c1	6	.
CCc1nnc(NC(=O)CSc2nnnn2-c2cccc(C(=O)OC)c2)s1	-14	-5
Cc1cccc(N2C(=O)CC(=O)NC2=O)c1	4	-3
O=C(c1ccc([N+](=O)[O-])cc1)N(C1=NCCCCS1)c1ccccc1	-1	.
Cc1cc(=O)n2[nH]c(C)c(-c3ccc(Cl)cc3)c2n1	3	-5
CCOC(=O)C1CCN(C(=O)Nc2ccc3oc(C)nc3c2)CC1	-9	-5
Cc1nc(Sc2cccn2C)c(C(F)(F)F)c(=O)[nH]1	-7	-15
CSc1nc(N2CCOCC2)c2ccccc2n1	-29	-14
CCc1nnc(NC(=O)C2CCC2)s1	1	-6
COc1ccc(S(=O)(=O)N2CCOCC2)cc1C(=O)Nc1cc(C)on1	-16	-12
O=C(O)c1oc2ccccc2c1CSc1ccccn1	-9	-4
CCN1CCCC1CNC(=O)C(=O)Nc1ccccc1OC (centres undefined)	-15	.
CSc1ccc(CNC2CN3CCC2CC3)cc1 (centres undefined)	-55	-2
CCOc1cc(-c2noc(-c3cccnc3)n2)ccc1OC	4	-9
Cc1occc1-c1nnc(SCC(=O)Nc2ccc3c(c2)OCO3)n1CC1CCCO1 (centres undefined)	7	-14
CC(=O)Nc1nc(SCCCc2ccccc2)n[nH]1	-12	-4
O=C(Nc1cc(C(F)(F)F)ccc1N1CCOCC1)c1ccc[n+]([O-])c1	0	.
Cn1c(CCNC(=O)OC(C)(C)C)n[nH]c1=S	-9	-23
O=C(NC1CCCCC1)c1noc2c1CCCCC2	7	-15
CCOc1ccc(Cc2nc(-c3nonc3N)no2)cc1OCC	.	-1
COC(=O)CSc1nnc(-c2ccc(S(=O)(=O)N3CCCC3)cc2)n1C	-23	.
CC1(C)Cc2c(sc3nc(-c4ccccc4)n(N)c(=O)c23)CO1	2	.
CCCCOc1ccc(S(=O)(=O)Nc2ccc(NC(C)=O)cc2)cc1	8	.
CCCn1nnnc1-c1cc(Cl)cc(Cl)c1	-4	.
O=C1Nc2ccccc2C(=O)C1(Cl)Cc1ccccc1 (centres undefined)	9	.
Cc1ccc(C2NC(=O)NC3=C2CCc2ccccc23)cc1 (centres undefined)	3	-33
CCCS(=O)(=O)N1CCCC(C(=O)NCCN2CCC(Cc3ccccc3)CC2)C1 (centres undefined)	7	-15
O=C(Cc1ccccc1)N1CCC(c2nc(-c3ccc(F)cc3)no2)CC1	9	-3
Cc1ccc(NC(=O)CN(C)S(=O)(=O)c2cccc3nsnc23)cc1	1	-13
CCOC(=O)N1CCC(NS(=O)(=O)c2cc(Br)cnc2N)CC1	7	-26
O=C(c1cccc(-c2ccc(O)cc2)c1)N1CCOCC1	2	.
CC(C)(C#N)NC(=O)c1ccco1	10	0
CC(O)(CS(=O)(=O)c1ccccc1)C(=O)Nc1cccc(C(F)(F)F)c1 (centres undefined)	30	.
CCOC(=O)N1CCN(C(=O)c2c(-c3ccccc3)noc2C)CC1	-14	-8
COc1ccc(C)cc1S(=O)(=O)N1CCC(C)CC1	5	-2
CCN=C1NN=C(c2ccc(C)cc2)CS1	13	.
CCCN1C2=NS(=O)(=O)CCN2c2ccccc21	1	-4
Cc1cc(C)cc(N(CC(=O)Nc2ccccc2)C2=NC3CS(=O)(=O)CC3S2)c1 (centres undefined)	-5	.
CCC(C)N=Cc1c(O)n(-c2ccccc2)c(=O)[nH]c1=O (centres undefined)	7	.
CCCCn1c(=O)[nH]c(=O)c2c1nc(-c1ccc(-c3ccccc3Br)o1)n2CCOC	-82	.
COc1ccc2nc(SCC(=O)Nc3ccc4sc(C)nc4c3)c(C#N)cc2c1	-2	.
COCC(C)NC(=O)c1ccc(-n2nc(C(F)(F)F)cc2-c2cccs2)cc1 (centres undefined)	-8	.
COc1ccccc1C(=O)Nc1ccccn1	10	-17
CCOCC(=O)Nc1cccc(C(=O)OCC)c1	-7	-9
Cc1ccc(S(=O)(=O)Nc2c(C)n(C)n(-c3ccccc3)c2=O)cc1C(=O)NCc1ccccn1	-4	9
CCCc1nc(SCC(=O)Nc2cc(Cl)ccc2OC)c2c(=O)n(C)c(=O)n(C)c2n1	-11	7

Remaining list, next part.
SMILES	RmlCD inh mix	HIV RNase H inh
Cc1ccccc1NC(=O)c1cnc2ccccn2c1=O	-5	-14
O=C1CC(c2cccnc2)c2cc3c(cc2N1)OCO3 (centres undefined)	13	-13
COc1ccc(N2C(=O)C(Cl)=C(N3CCCC3)C2=O)cc1	-8	52*
Cn1c(-n2c(CCN3C(=O)c4ccccc4C3=O)nc3ccccc3c2=O)nc2ccccc21	.	-4
O=C(CCN1CCOCC1)Nc1ccc2c(c1)CCC2	4	-1
O=c1c(/C=C(\O)c2ccccc2)nc2ccccc2n1-c1ccccc1	-8	.
CCCCCCn1cnc2c(c1=O)c1nc3ccccc3nc1n2Cc1cccs1	8	-11
CCOC(=O)N1CCN(c2ccc(C(=O)c3cccc(F)c3)cc2)CC1	7	-13
CCOC(=O)N1CCN(C(=O)Cn2ncc3ccccc32)CC1	1	-15
O=C(N/N=C/c1ccncc1)c1nc(-c2ccccc2)n2c1CCCCC2	7	.
CNCC(=O)c1ccccc1	-6	.
CC(C)(C)CN1C(=O)C(=O)NC[C@@H]1Cc1ccc(O)cc1	-3	.
CC(=O)Nc1ccc(C(=O)CSc2nc3ccccc3n2CC(=O)N2CCCC2)cc1	-7	4
O=C(NCc1ccc(Cl)cc1)C1=Cc2cc(Cl)ccc2OC1	-7	.
COc1ccc(NC(=O)c2nc[nH]c2C(=O)N[C@@H](C)c2ccccc2)cc1	4	.
Cc1c(N=CC=Nc2c(C)n(C)n(-c3ccccc3)c2=O)c(=O)n(-c2ccccc2)n1C	.	1
CN(Cc1ccccc1)c1ccc(C(CC(N)=O)NC(=O)Cc2ccc(Br)cc2)cc1[N+](=O)[O-] (centres undefined)	-5	.
FC(F)(F)c1nnc2sc(-c3ccccn3)nn12	16	-8
CCOc1cccc(-c2nc(C(N)=O)c3[nH]c(=O)n(-c4cccc(Cl)c4)c3n2)c1O	2	-3
CCOc1ccccc1NC(=O)CSc1nc2c(c(=O)n1C)SC(C)C2 (centres undefined)	8	-27
CCNC(=S)N/N=C/c1ccco1	-9	.
C=CCn1c(=O)c2ccccc2n2c(SC(C)C(=O)Nc3nc(-c4ccccc4)cs3)nnc12 (centres undefined)	4	-10
CC12CCC3(CO)COC(c4ccccc4O1)C2C3 (centres undefined)	4	-8
O=c1c2ccccc2nc(-c2ccc(Br)cc2)n1Cc1ccccc1	16	.

Reprinted from the results shown (32 entries):
SMILES	RmlCD inh mix	HIV RNase H inh
CCC(C)N=Cc1c(O)n(-c2ccccc2)c(=O)[nH]c1=O (centres undefined)	7	.
CCCCn1c(=O)[nH]c(=O)c2c1nc(-c1ccc(-c3ccccc3Br)o1)n2CCOC	-82	.
COc1ccc2nc(SCC(=O)Nc3ccc4sc(C)nc4c3)c(C#N)cc2c1	-2	.
COCC(C)NC(=O)c1ccc(-n2nc(C(F)(F)F)cc2-c2cccs2)cc1 (centres undefined)	-8	.
COc1ccccc1C(=O)Nc1ccccn1	10	-17
CCOCC(=O)Nc1cccc(C(=O)OCC)c1	-7	-9
Cc1ccc(S(=O)(=O)Nc2c(C)n(C)n(-c3ccccc3)c2=O)cc1C(=O)NCc1ccccn1	-4	9
CCCc1nc(SCC(=O)Nc2cc(Cl)ccc2OC)c2c(=O)n(C)c(=O)n(C)c2n1	-11	7
Cc1ccccc1NC(=O)c1cnc2ccccn2c1=O	-5	-14
O=C1CC(c2cccnc2)c2cc3c(cc2N1)OCO3 (centres undefined)	13	-13
COc1ccc(N2C(=O)C(Cl)=C(N3CCCC3)C2=O)cc1	-8	52*
Cn1c(-n2c(CCN3C(=O)c4ccccc4C3=O)nc3ccccc3c2=O)nc2ccccc21	.	-4
O=C(CCN1CCOCC1)Nc1ccc2c(c1)CCC2	4	-1
O=c1c(/C=C(\O)c2ccccc2)nc2ccccc2n1-c1ccccc1	-8	.
CCCCCCn1cnc2c(c1=O)c1nc3ccccc3nc1n2Cc1cccs1	8	-11
CCOC(=O)N1CCN(c2ccc(C(=O)c3cccc(F)c3)cc2)CC1	7	-13
CCOC(=O)N1CCN(C(=O)Cn2ncc3ccccc32)CC1	1	-15
O=C(N/N=C/c1ccncc1)c1nc(-c2ccccc2)n2c1CCCCC2	7	.
CNCC(=O)c1ccccc1	-6	.
CC(C)(C)CN1C(=O)C(=O)NC[C@@H]1Cc1ccc(O)cc1	-3	.
CC(=O)Nc1ccc(C(=O)CSc2nc3ccccc3n2CC(=O)N2CCCC2)cc1	-7	4
O=C(NCc1ccc(Cl)cc1)C1=Cc2cc(Cl)ccc2OC1	-7	.
COc1ccc(NC(=O)c2nc[nH]c2C(=O)N[C@@H](C)c2ccccc2)cc1	4	.
Cc1c(N=CC=Nc2c(C)n(C)n(-c3ccccc3)c2=O)c(=O)n(-c2ccccc2)n1C	.	1
CN(Cc1ccccc1)c1ccc(C(CC(N)=O)NC(=O)Cc2ccc(Br)cc2)cc1[N+](=O)[O-] (centres undefined)	-5	.
FC(F)(F)c1nnc2sc(-c3ccccn3)nn12	16	-8
CCOc1cccc(-c2nc(C(N)=O)c3[nH]c(=O)n(-c4cccc(Cl)c4)c3n2)c1O	2	-3
CCOc1ccccc1NC(=O)CSc1nc2c(c(=O)n1C)SC(C)C2 (centres undefined)	8	-27
CCNC(=S)N/N=C/c1ccco1	-9	.
C=CCn1c(=O)c2ccccc2n2c(SC(C)C(=O)Nc3nc(-c4ccccc4)cs3)nnc12 (centres undefined)	4	-10
CC12CCC3(CO)COC(c4ccccc4O1)C2C3 (centres undefined)	4	-8
O=c1c2ccccc2nc(-c2ccc(Br)cc2)n1Cc1ccccc1	16	.

The list continues:
SMILES	RmlCD inh mix	HIV RNase H inh
Cc1c(NC(=O)CN2C(=O)c3ccccc3C2=O)c(=O)n(-c2ccccc2)n1C	7	2
Cc1cncn1CCc1nc2c3ccccc3nc(=S)n2[nH]1	.	-4
CS(=O)(=O)c1ccc(C2=C(c3ccccc3)C(=O)OC2)cc1	-14	.
CCCS(=O)(=O)c1nnnn1-c1cccc(OC)c1	-2	55*
COC(=O)C(NC(=O)COc1ccccc1)(Nc1nc2c(s1)CCCC2)C(F)(F)F (centres undefined)	-8	.
Cc1cccc(C)c1NC(=O)N1CCC(n2cnc3ccccc32)CC1	13	-7
COc1ccccc1Nc1nc(-c2sc(NC(=O)c3cccc(Cl)c3)nc2C)cs1	6	.
c1ccc(-c2cn3c(n2)SCC3)cc1	0	.
Cc1nn(-c2ccc(C(=O)O)cc2)c(N)c1-c1ccccc1	.	-20
Cc1ccc(S(=O)(=O)Nc2cc(C(C)C)c(O)cc2C)cc1	7	.
CCN(CC)S(=O)(=O)c1ccc(N2CCCCC2)c(C(=O)Nc2ccccc2N2CCOCC2)c1	2	.
CCc1sc(C(=O)N2CCN(S(C)(=O)=O)CC2)cc1Br	-7	4
CN(C)C(CNC(=O)c1cccs1)c1cccnc1 (centres undefined)	-11	-7
Cc1ccc(N(C(C)C(=O)N2CCCCC2)S(C)(=O)=O)cc1C (centres undefined)	6	-53
O=C(c1cn(CC(=O)N2CCCCC2)c2ccccc12)C1CC1	3	-8
COc1cc(CC(=O)OCC(=O)c2ccc3c(c2)OCCO3)cc(OC)c1OC	-12	.
CCc1cc(/C(Cc2ccc3ccccc3n2)=N\O)c(O)cc1O	-13	-34
CCn1c(C)c(C(C)=O)c(N2CCN(c3ccccn3)CC2)nc1=S	-6	1
CCN(CC)C(=O)CSc1nc2ncc(Cl)cc2[nH]1	6	1
COc1ccccc1-c1nc(-c2ccc(C(=O)O)cc2)no1	-11	.
O=C(COC(=O)c1cccc(C(=O)OCC(=O)NC2CCCCC2)n1)NC1CCCCC1	-7	6
C=CCN1C=C2C(=O)C(C)(OC(=O)c3ccco3)C(=O)C(C=C)=C2C=C1C1CC1 (centres undefined)	-11	.
CCCc1nc2ccccc2c(C(=O)OCC(=O)Nc2cccc(S(=O)(=O)N3CCOCC3)c2)c1CC	-7	.
CC(=O)c1cccc(NC=C2C(=O)OC3(CCCCC3)OC2=O)c1	-11	.
